# FAS TE block: FAS thioesterase domain inhibitors, primary screen, biochemical, fluorescence intensity, uHTS; Fatty acid synthase (Homo sapiens), P49327; recombinant FAS-TE, OMFH fluorogenic substrate, fluorescence endpoint; inhibition, % at 15 µM; 360,000 tested, 0.67% active;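 active = compounds whose normalised, plate-corrected inhibition of enzyme fluorescence in the single-dose primary screen is 50% or more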;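 note: 0% = DMSO with enzyme and 100% = substrate without enzyme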
# SKN-1 block: suppressors of acrylamide-induced Pgst-4::GFP reporter in worms, primary screen, SKN-1 inhibitor project, whole organism, uHTS, GFP/RFP fluorescence ratio, strain VP596 | C. elegans VP596 Pgst-4::GFP/RFP ratio, 24 h | inhibition, % at 21.8 µM | 360,000 tested, 0.49% active;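 active = interference check ratio from 0.5 to 1.5 plus GFP to RFP signal ratio inhibition reaching or exceeding a fixed threshold, cut at about 30% in these data, passing the limit was not always enough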; note: some compounds called inactive have numbers as strong as hits
# Rin1-Abl PPI inh: inhibitors of Rin1-Abl protein binding, primary screen, biochemical, TR-FRET; Tyrosine-protein kinase ABL1 (Homo sapiens) + Ras and Rab interactor 1 (Homo sapiens), …; inhibition, % at 7.35 µM; 360,000 tested, 0.4% active; AID 588664, 2011; in the data active = inhibition above about 5%, passing the limit was not always enough
# bovine MsrA act: bovine MsrA enzyme activators, primary screen, biochemical, absorbance, HTS; Methionine sulfoxide reductase A (Bos taurus); purified bovine MsrA, absorbance read-out; activation, % at 10.6 µM; 360,000 tested, 0.3% active; AID 602163, 2012; in the data active = activation above about 7.5%;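 note: 0% = vehicle and 100% = reference activator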
# MsrA inhibitor: bovine MsrA enzyme inhibitors, primary screen, biochemical, absorbance, HTS; inhibition, % at 15.5 µM; purified bovine MsrA, absorbance read-out; 360,000 tested, 0.75% active; Methionine sulfoxide reductase A (Bos taurus); in the data active = inhibition above about 4.5%;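 note: 0% = vehicle wells with enzyme and 100% = reference inhibitor wells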
# Neddyl block: inhibitors of cullin neddylation, primary screen, biochemical, TR-FRET, uHTS, NAE and Ubc12. calls only at 25 µM. 360,000 tested, 0.58% active. AID 651699, 2012; in the data active = inhibition above about 36%
# E coli Lon inh: inhibitors of E. coli Lon protease, primary screen, biochemical, fluorescence polarization. P0A9M0. purified E. coli Lon protease. inhibition, % at 7.94 µM. 360,000 tested, 0.42% active. AID 602123, 2011; in the data active = inhibition above about 13%, passing the limit was not always enough;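 note: 0% = enzyme with probe and DMSO and 100% = no enzyme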
# MT1-MMP act inh: blockers of MT1-MMP proenzyme processing, primary screen, HT1080 RFP-PRO-GFP cells, GFP/RFP fluorescence; 360,000 tested, 0.061% active; Matrix metalloproteinase-14 (Homo sapiens), P50281; GFP/RFP ratio fluorescence, overnight; percent of plate control window, DMSO zero; GFP/RFP ratio change, % at 20 µM; AID 651647, 2012;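 active = GFP/RFP ratio change of at least 30% with cell ATP level not reduced by more than half and red fluorescence within 50% of control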; note: strong numbers were not always called active
#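 Assay system – RFP-PRO-GFP reporter HT1080 cells · Compound dosing – single dose of 20 µM compound, 1% DMSO final · Incubation – overnight compound exposure at 37 °C · Measure – GFP/RFP fluorescence ratio · Benchmarks – DMSO wells and RFP-L50D-GFP cells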
# NRP1-CendR mod: modulators of CendR peptide binding to NRP-1, primary screen, biochemical, fluorescence polarization, uHTS; Neuropilin-1 (Homo sapiens), O14786; FAM-RPARPAR peptide binding to NRP-1; inhibition, % at 25 µM; 360,000 tested, 0.85% active;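 active = inhibition or corrected inhibition above about 18%, plus a signal ratio from 0.5 to 1.5, limit read from the data, passing the limit was not always enough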; note: strong numbers were not always called active
# Starred values were filed as active, the others as inactive; i = inactive; x = not tested or not shown. Compounds as they come; 4.2% or so of the library scored in one or more.
1) Cc1ccc(S(=O)(=O)N2CCC(C(=O)OCC(=O)N(C)C3CCS(=O)(=O)C3)CC2)cc1C (stereo not drawn)
2) C=C1CCC2[C@](C)(CO)[C@H](O)CC[C@@]2(C)[C@@H]1C/C=C1\C(=O)OC[C@H]1O (stereo partly drawn)
3) COCCCNC(=S)N/N=C/c1ccc(O)cc1O
4) CCc1c(C)nc(N2CCN(c3ccccc3F)CC2)[nH]c1=O
5) O=C(Cc1ccc([N+](=O)[O-])cc1)Nc1cccc(C(F)(F)F)c1
6) Cc1ccnc(NCn2nnc3ccccc32)c1
7) COc1cc2c(cc1OC)CN(C(=O)CSc1ccccc1C)CC2
8) COc1ccc(OC)c(N/C(C)=C/C(=O)c2ccncc2)c1
9) CC1(C(=O)NS(=O)(=O)Cc2cccc(Cl)c2)CCN1C(=O)Cc1ccc(Cl)cc1Cl (stereo not drawn)
10) CCCCCCC(C)n1cc(C(C)=O)c(=O)[nH]c1=O (stereo not drawn)
screen / no.	1	2	3	4	5	6	7	8	9	10
FAS TE block	-6	-9	-1	-2	40	-10	3	-3	-4	3
SKN-1 block	-4	-8	20	14	2	10	-1	7	-3	-9
Rin1-Abl PPI inh	1	-4	-2	-1	-5	-3	2	-5	-4	5
bovine MsrA act	-5	-11	0	0	0	-5	-5	-1	-1	2
MsrA inhibitor	1.1	-0.4	2.6	-0.5	-0.3	0.7	0.2	0.2	-0.3	1.4
Neddyl block	i	i	i	i	i	i	i	i	i	i
E coli Lon inh	12	-10	10	-16	-1	-3	-3	12	0	2
MT1-MMP act inh	4	6	5	4	5	3	-3	-1	0	-6
NRP1-CendR mod	0	3	-7	1	5	3	-10	9	0	8

11) COc1ccccc1CNC(=O)C(=O)c1cn(CC(=O)N2CCCC2)c2ccccc12
12) O=C(O)c1cccnc1SCc1cccc(Br)c1
13) O=S(=O)(NCc1ccncc1)c1ccc(F)c(F)c1
14) Cc1ccnc(SCC(=O)NC2CCCCCC2)n1
15) Cc1c(Nc2nc(-c3ccc(Cl)cc3)cs2)c(=O)n(-c2ccccc2)n1C
16) COc1cccc(CN2CC(C(=O)N3CCOCC3)CCC2=O)c1 (stereo not drawn)
17) CC(C)(C)SCCSC1=CC(=O)CC(c2ccccc2)C1 (stereo not drawn)
18) CC(C)(C)C1CCC(C(=O)NCCc2ccc(S(N)(=O)=O)cc2)CC1 (stereo not drawn)
19) COC(=O)c1ccccc1NC(=O)COC(=O)c1ccco1
20) COc1ccccc1NC(=S)NCCc1ccc(S(N)(=O)=O)cc1
screen / no.	11	12	13	14	15	16	17	18	19	20
FAS TE block	2	-7	-4	0	4	-2	-1	2	-5	-5
SKN-1 block	-1	7	-1	-21	5	9	-9	6	1	-7
Rin1-Abl PPI inh	0	-1	0	-4	-1	0	2	-1	-1	-1
bovine MsrA act	-4	-1	-1	-2	-2	-1	-2	2	0	-1
MsrA inhibitor	1.3	0.3	-0.4	-1.2	-0.7	0.3	1.0	0.6	1.0	0.4
Neddyl block	i	i	i	i	i	i	i	i	i	i
E coli Lon inh	-6	-7	0	-8	-12	-1	-1	5	-7	-2
MT1-MMP act inh	-1	3	-5	2	0	0	0	1	1	3
NRP1-CendR mod	-1	2	1	2	-6	6	8	5	15	12

21) O=C(NCc1cccc(C(F)(F)F)c1)C1CC(c2ccc(C(F)(F)F)cc2)=NO1 (stereo not drawn)
22) Cc1ccc(CNC(=O)CSc2nnc3n2CCCCC3)cc1
23) O=C(c1ccc2c(=O)n3c(nc2c1)CCC3)N1CCN(S(=O)(=O)c2ccccc2Br)CC1
24) COc1cc(C(=O)OCC(=O)Nc2cc(C)on2)ccc1OCc1ccccc1Cl
25) CCN(C[C@H]1N[C@@](Cc2ccccc2)(C(=O)OC)[C@H]2C(=O)N(C)C(=O)[C@@H]12)C(=O)COc1ccccc1
26) CN(C)CCC(O)(c1ccccc1)c1ccccc1Cl (stereo not drawn)
27) O=C(Nc1ccccc1Cl)OCc1cncs1
28) O=C(COC(=O)CSc1ccccc1)NC1CCS(=O)(=O)C1 (stereo not drawn)
29) CCN(c1ccccc1)S(=O)(=O)c1c[nH]c2ccc([N+](=O)[O-])cc12
30) COc1cccc(N2C(=O)C3CCCN3C2c2ccc(N(C)C)cc2)c1 (stereo not drawn)
screen / no.	21	22	23	24	25	26	27	28	29	30
FAS TE block	26	-4	7	-1	-7	-7	-2	-2	-91	-4
SKN-1 block	14	0	-1	22	9	13	6	6	16	7
Rin1-Abl PPI inh	2	4	0	-4	-2	2	1	-1	-1	-5
bovine MsrA act	-4	-6	-2	-3	-2	1	0	-9	3	1
MsrA inhibitor	-1.5	-0.9	1.5	1.2	-0.5	1.6	-1.0	0.6	0.8	4.2
Neddyl block	i	i	i	i	i	i	i	i	i	i
E coli Lon inh	-4	-6	-10	10	-9	-4	-3	-13	-5	3
MT1-MMP act inh	5	-2	-5	-15	1	-9	-2	-5	1	7
NRP1-CendR mod	-12	9	13	5	-17	0	2	-3	16	-13

# Part of the list above in order of formula weight, high to low:
23) O=C(c1ccc2c(=O)n3c(nc2c1)CCC3)N1CCN(S(=O)(=O)c2ccccc2Br)CC1
29) CCN(c1ccccc1)S(=O)(=O)c1c[nH]c2ccc([N+](=O)[O-])cc12
26) CN(C)CCC(O)(c1ccccc1)c1ccccc1Cl (stereo not drawn)
screen / no.	23	29	26
FAS TE block	7	-91	-7
SKN-1 block	-1	16	13
Rin1-Abl PPI inh	0	-1	2
bovine MsrA act	-2	3	1
MsrA inhibitor	1.5	0.8	1.6
Neddyl block	i	i	i
E coli Lon inh	-10	-5	-4
MT1-MMP act inh	-5	1	-9
NRP1-CendR mod	13	16	0

# Next compounds follow:
31) COCCNCC(=O)N1c2ccccc2Sc2ccccc21
32) O=C(CP(=O)(c1ccccc1)c1ccccc1)Nc1cccc(CP(=O)(c2ccccc2)c2ccccc2)c1
33) Cc1ccccc1NC1=C(C(=O)c2ccccc2)N(C)S(=O)(=O)c2ccccc21
34) O=C1c2cccnc2C(O)N1C1CCCCC1 (stereo not drawn)
35) CCn1ccnc1CN(C)Cc1c(C(=O)N2CCCCCCC2)nc2ccc(Cl)cn12
36) COc1cc(C(C#N)N2CCC(c3ccccc3)=N2)ccc1O (stereo not drawn)
37) CC(C)(C)c1ccc(C(=O)NNc2ccc(F)cc2F)cc1
38) Cn1c(-c2c(N)n(CCCc3ccccc3)c3nc4ccccc4nc23)nc2ccccc21
39) O=C(Nc1cccc2cccnc12)c1ccc(Cl)cc1Cl
40) CCOC(=O)C1(C)CCCN(C(=O)CCc2ccccc2)C1 (stereo not drawn)
screen / no.	31	32	33	34	35	36	37	38	39	40
FAS TE block	-5	-4	32	-10	-3	0	1	17	22	-2
SKN-1 block	7	-6	6	20	6	-2	-3	-1	10	2
Rin1-Abl PPI inh	1	2	-4	1	0	0	0	0	-4	-3
bovine MsrA act	-1	-9	-2	-1	-3	-5	-5	-11	0	-2
MsrA inhibitor	-0.4	0.5	-0.9	-1.9	-0.1	3.3	1.5	x	0.7	0.4
Neddyl block	i	i	i	i	i	i	i	x	i	i
E coli Lon inh	-11	10	-1	-2	0	-5	2	-37	2	-10
MT1-MMP act inh	-4	-5	-1	5	-6	2	4	-27	4	2
NRP1-CendR mod	8	12	-4	-3	-2	-12	-4	-38	-2	14

41) O=c1[nH]c2cc([N+](=O)[O-])cc(Cl)c2c2ccccc12
42) COc1nc(OCCNC(C)=O)nc(N(C)C)n1
43) O=c1[nH]c2ccccc2n1C1CCCCC1
44) C#Cc1ccc([C@@H]2C=C(C(=O)N3CCN(Cc4ccccc4)CC3)O[C@H](OCC)[C@H]2CCCO)cc1
45) O=C(/C=C/c1ccccc1Cl)c1ccc[nH]1
46) COc1ccccc1NC(=O)c1cc2n(n1)C(C(F)(F)F)CC(c1ccc3c(c1)OCO3)N2 (stereo not drawn)
47) CCn1c(SCC(=O)c2ccc3c(c2)OCCO3)nnc1C(C)C
48) O=C1N(Cc2cccc(Cl)c2)C[C@@H]2C[C@@H](c3cccn3-c3nccs3)N3CCC[C@@]123
49) COc1ccc(/C=N/OCC(=O)NC(c2ccccc2)c2ccccc2)cc1OC
50) O=C(O)c1cc2n(n1)CCN(Cc1ccccc1Cl)C2=O
screen / no.	41	42	43	44	45	46	47	48	49	50
FAS TE block	9	-9	-6	-6	-5	30	-3	5	8	-3
SKN-1 block	26	-14	9	-5	4	3	8	7	14	9
Rin1-Abl PPI inh	-4	0	0	-2	2	-2	0	-4	-1	3
bovine MsrA act	2	-3	-3	0	-5	1	-2	-4	-6	-2
MsrA inhibitor	0.8	0.6	-0.2	0.2	3.6	-0.1	0.2	-0.1	-0.3	1.2
Neddyl block	i	i	i	i	i	i	i	i	i	i
E coli Lon inh	4	-8	-4	-4	1	-1	3	-1	-16	4
MT1-MMP act inh	-3	3	3	1	-11	-11	1	-8	-9	5
NRP1-CendR mod	-2	9	4	14	1	2	-3	3	14	-2

# 3 entries out of the list above, ordered by the value under NRP1-CendR mod, highest first:
entry | molecule | SKN-1 block | Rin1-Abl PPI inh | bovine MsrA act | MsrA inhibitor | Neddyl block | E coli Lon inh | MT1-MMP act inh | NRP1-CendR mod
23 | O=C(c1ccc2c(=O)n3c(nc2c1)CCC3)N1CCN(S(=O)(=O)c2ccccc2Br)CC1 | -1 | 0 | -2 | 1.5 | i | -10 | -5 | 13
17 | CC(C)(C)SCCSC1=CC(=O)CC(c2ccccc2)C1 (stereo not drawn) | -9 | 2 | -2 | 1.0 | i | -1 | 0 | 8
48 | O=C1N(Cc2cccc(Cl)c2)C[C@@H]2C[C@@H](c3cccn3-c3nccs3)N3CCC[C@@]123 | 7 | -4 | -4 | -0.1 | i | -1 | -8 | 3

# Next section
51) COc1cccc(-c2nc(-c3cccc(C)c3)nc3cc(Cl)ccc23)c1
52) CC(OC(=O)CCc1nc2ccccc2c(=O)[nH]1)C(=O)NC1CCCC1 (stereo not drawn)
53) O=C(O)c1ccc2c(c1)C(=O)N(CCCCCCCN1C(=O)c3ccc(C(=O)O)cc3C1=O)C2=O
54) Cc1nnn(C23CC4CC(CC(C(=O)NN)(C4)C2)C3)n1
55) O=C(/C=C/c1ccc(S(=O)(=O)N2CCOCC2)cc1)N1CCN(c2ccc(F)cc2)CC1
56) CCc1nc(-n2[nH]c(=O)c3ccccc3c2=O)c2c3c(sc2n1)CCCC3
57) Cc1ccc(NC(=O)CSc2nnc(NC(=O)CN3CCOCC3)s2)cc1
58) O=C(Nc1ccccc1F)c1ccc2ncsc2c1
59) CC(C)Cc1nnc(NC(=O)CCC(=O)N2CCN(c3ccc(Cl)cc3)CC2)s1
screen / no.	51	52	53	54	55	56	57	58	59
FAS TE block	18	-8	-1	-11	5	7	-10	-1	3
SKN-1 block	6	4	-7	4	1	-6	-8	15	4
Rin1-Abl PPI inh	x	-2	-2	-2	-1	-5	-2	-1	2
bovine MsrA act	-2	-8	-3	-2	-1	0	-12	0	-2
MsrA inhibitor	-0.2	-0.6	-0.7	0.8	0.9	0.8	0.4	-0.7	-0.6
Neddyl block	i	i	i	i	i	i	i	i	i
E coli Lon inh	-3	5	1	-2	0	-12	6	-1	-1
MT1-MMP act inh	-1	0	0	2	-5	21	5	-5	1
NRP1-CendR mod	6	5	-12	-3	-3	2	11	5	-3

# High-throughput results as filed in PubChem.
